Screens (PubChem)
K1F lysis inhibition: inhibition of K1F phage lysis, E. coli UTI89, bacterial capsule biogenesis inhibitors, alamar blue (AID 488966); 0.02% of 340,000 active; one-dose inhibition, % at 100 µM; IC50 in µM for titrated hits; E. coli UTI89 K1F phage lysis, alamar blue, 2 h; higher % means a stronger effect;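 active = phage lysis inhibition, versus mean bacterial control, above a set limit; inconclusive = no clear call, values can overlap the other calls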;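 note: capsule biogenesis inhibitors block K1F phage lysis so surviving cells raise fluorescence; higher fluorescence means more inhibition of phage lysis; actives were called in the ten point dose series up to 300 µM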
Salmonella PhoP GFP: PhoP-dependent GFP reporter repression – Salmonella Typhimurium, primary screen (AID 1863); S. Typhimurium PhoP-regulated promoter GFP reporter, 4 h; higher % means a stronger effect; one-dose inhibition, % at 50 µM; IC50 in µM for titrated hits; 0.16% of 300,000 active;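 active = inhibition over 29.93%, a cutoff 3 SD above the screen mean, later confirmed by dose response; inconclusive = inhibition over 29.93% but no dose response follow-up; inactive = inhibition at most 29.93% or unconfirmed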;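 note: 0% = low Mg2+ inducing control and 100% = high Mg2+ repressing control; strong numbers were not always called active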
Dengue-2 NS5 capping: flavivirus cap methylation enzyme inhibition – biochemical, confirmation dose response, primary screen (AID 588689). Dengue-2 NS5 methyltransferase capping enzyme assay, biochemical; higher % means a stronger effect. inhibition, % at 25 µM; hits with a dose series show IC50 in µM. 0.3% of 340,000 active; in the data active = a potency from the dose series; inconclusive = inhibition above about 29% without an active follow-up result
MgcRacGAP inhibition: MgcRacGAP GTPase-activating activity inhibitors, confirmation, biochemical, ADP Hunter fluorescence. inhibition, % at 30 µM, or IC50 in µM where a hit was titrated. MgcRacGAP-stimulated Rac1 GTP hydrolysis, ADP Hunter fluorescence; higher % means a stronger effect; GST-tagged Rac1 F28L mutant substrate. 0.6% of 340,000 active;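 active = first-screen hits whose inhibition reached a set limit at any dose in the follow-up dose series; inconclusive = inhibition above the set first-screen limit but never retested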;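 note: fluorescence reports GDP produced by GAP-driven GTP hydrolysis; strong numbers were not always called active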
GPR55 LPI antagonism: inhibition of LPI-stimulated GPR55 beta-arrestin translocation – imaging, U2OS, beta-arrestin-GFP, LPI agonist, primary screen (AID 2013); 0.13% of 290,000 active; inhibition, % at 10 µM; hits with a dose series show IC50 in µM; U2OS GPR55 beta-arrestin-GFP translocation imaging, LPI antagonism; higher % means a stronger effect;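 active = spots per cell inhibited over 60%, with over 100 cells counted and total cytoplasm intensity under 500,000; inconclusive = wells with under 100 cells, flagged as likely toxic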;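 note: U2OS cells stably carrying GPR55 and arrestin-GFP stimulated by 5 µM LPI near EC80; imaged beta-arrestin-GFP aggregate spots per cell after agonist stimulation; plate controls were LPI-stimulated DMSO wells for no effect and DMSO wells without LPI for full effect; some results filed as inactive read as strong as hits; confirmed hits need IC50 under 10 µM and bright autofluorescent wells are also inconclusive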
RSV antiviral HEp-2: inhibition of RSV-induced cytopathic effect – HEp-2 cells, primary 10 µM value included (AID 2391) | HEp-2 cells, RSV-induced CPE inhibition; higher % means a stronger effect | one-dose CPE inhibition, % at 10 µM; IC50 in µM for titrated hits | 0.13% of 310,000 active; in the data active = a potency from the dose series; inconclusive = CPE inhibition mostly from about 23% at the one dose, without a potency; inactive = the rest, 99 in 100 with CPE inhibition below about 21%; note: strong numbers were not always called active
SV40 large T antigen: SV40 large T antigen inhibitors, biochemical (AID 1903) | SV40 large T antigen ATPase/helicase inhibition assay; higher % means a stronger effect | one-dose inhibition, % at 20 µM; IC50 in µM for titrated hits | 0.39% of 310,000 active; in the data active = a potency from the dose series; inconclusive = inhibition mostly from about 32% at the one dose, without a potency; inactive = the rest, 99 in 100 with inhibition below about 32%; note: strong numbers were not always called active
HIV peptide binding: cell-free HIV fusion peptide-binding blockers – biochemical, uHTS, fluorescence dequenching, primary screen (AID 1986); cell-free peptide binding, fluorescence dequenching, 30 min; higher % means a stronger effect; inhibition, % at 20 µM, or IC50 in µM where a hit was titrated; 0.3% of 290,000 active; in the data active = inhibition mostly above about 52%, no sharp cut-off; inactive = mostly below about 76%; note: some results filed as inactive read as strong as hits
GPR35 antagonists: inhibition of zaprinast-stimulated GPR35 beta-arrestin translocation – imaging, U2OS, beta-arrestin-GFP, zaprinast agonist, primary screen (AID 2058) | 0.052% of 290,000 active | inhibition, % at 10 µM, or IC50 in µM where a hit was titrated | U2OS GPR35 beta-arrestin-GFP translocation imaging, zaprinast antagonism; higher % means a stronger effect;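 active = inhibition of at least 50% with at least 30 cells and total cytoplasm GFP at most 10,000,000; inconclusive = under 30 cells or total GFP of 10,000,000 plus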
* = called active by the depositor; ? = inconclusive; / = no result given; [ ] = another dose, or the depositor's remark. Compounds as they come. About 1.5% of those tested had a hit in this group.

compound,K1F lysis inhibition,Salmonella PhoP GFP,Dengue-2 NS5 capping,MgcRacGAP inhibition,GPR55 LPI antagonism,RSV antiviral HEp-2,SV40 large T antigen,HIV peptide binding,GPR35 antagonists
Clc1ccc2[nH]c3c(c2c1)CNCC3,0.3%,-1%,-12%,/,-8%,3.5%,9%,0.6%,9%
CN(C)c1ccc(C(=O)N2CCCC(CCC(=O)N3CCN(c4ccccn4)CC3)C2)cc1 (configuration not stated),0.2%,-3%,3%,5%,3%,14%,4%,-0.3%,-20%
CC(C)CC(=O)/C(=C/c1ccc(N(C)C)cc1)n1cncn1,0.0%,-6%,-12%,-1%,6%,0.9%,6%,2.5%,23%
CCCn1c(=S)[nH]c2cc(OC)c(OC)cc2c1=O,-0.3%,5%,-8%,4%,1%,-1.6%,1%,-0.2%,-4%
Cc1ccc(S(=O)(=O)NCC(=O)OCC(=O)Nc2cccc(S(=O)(=O)NC3=NCCCCC3)c2)cc1,0.2%,-3%,1%,1%,6%,0.9%,1%,0.3%,-15%
COc1cc(CNc2ccc(N3CCCC3)cc2)ccc1OCc1ccccc1F,8.9%,-13%,54µM*,19%,-9%,18%,24%,18%,-5%
Cc1cccc(OCC(=O)N/N=C/c2cc([N+](=O)[O-])ccc2N2CCOCC2)c1,0.5%,-10%,4%,8%,0%,20%,4%,-2.1%,/
CC(NCC1COc2ccccc2O1)C(=O)NCc1ccccc1 (configuration not stated),0.2%,6%,4%,4%,24%,1.1%,-3%,1.2%,-6%
COCCNC(=O)/C(C#N)=C/c1ccc(N2CCOCC2)o1,1.2%,-5%,-89%,15%,-4%,1.6%,8%,15%,-4%
COCc1ccc([C@@H]2C[C@H]3CN(Cc4cccc(Cl)c4)C(=O)[C@]34CCCN24)o1,0.1%,-7%,-3%,9%,/,-0.7%,16%,0.9%,6%
Cc1ccccc1C(=O)NCCCNC(=O)c1ccco1,0.3%,-7%,-1%,5%,3%,0.7%,13%,-1.6%,11%
CCN(CC(=O)NCc1ccc(Cl)cc1)C(=O)CSc1ccc(F)cc1,0.2%[50 µM],4%,6%,6%,/,2.5%,13%,/,/
COC(=O)CCN(C(=O)c1ccc(N2CCCC2)c([N+](=O)[O-])c1)c1ccccn1,0.1%,2%,-2%,7%,6%,2.7%,20%,-0.7%,5%
CCNc1nc(NCC)nc(-n2nc(C)cc2C)n1,5.1%,-1%,-4%,-2%,0%,-0.6%,22%,1.3%,-15%
CCCCN=C1NN=C(c2cccc([N+](=O)[O-])c2)CS1,0.0%,8%,3%,2%,8%,-0.7%,12%,0.0%,2%
CC(=O)n1cc(-c2ccncc2)c2ccccc21,-1.1%,2%,-5%,9%,0%,24%,7%,0.8%,10%
COc1ccc(C(=O)Oc2ccc(/C=N/NC(=O)Cc3ccc([N+](=O)[O-])cc3)cc2)cc1,1.0%[50 µM],22%,4%,-11%,6%,2.4%,-1%,-2.5%,2%
Cn1c(SCC(=O)Nc2ccc(Br)cc2F)nnc1-c1ccco1,2.8%,9%,-10%,8%,-12%,5.3%,0%,0.1%,-10%
O=c1[nH]c(=O)c2nnc(N/N=C/c3ccccc3F)nc2[nH]1,1.1%,-2%,3%,10%,1%,3.0%,11%,-1.2%,?
CCOP(=O)(c1ccccc1)c1nc(-c2ccccc2Cl)oc1N1CCCCC1 (configuration not stated),-0.3%,4%,-9%,9%,11%,1.2%,0%,-4.1%,-9%
CCOC(=O)C1CCN(Cc2nc3ccc([N+](=O)[O-])cc3c(=O)n2-c2ccc(OC)cc2OC)CC1,-0.2%,-11%,1%,5%,2%,0.0%,22%,-0.1%,-6%
O=Cc1cccn1-c1sc2c(c1C(=O)O)CCCC2,-12%,-8%,-5%,3%,-1%,1.1%,10%,6.9%,-1%
CSCCC(NC(=O)C1CCC(C)CC1)C(=O)OCC(=O)c1ccc(Cl)cc1 (configuration not stated),0.2%[50 µM],-1%,-6%,-6%,6%,1.1%,4%,-0.8%,8%
CN(CC(=O)Nc1ccc(Cl)c(C(F)(F)F)c1)C(=O)CCCNC(=O)c1ccc(Cl)cc1,-1.2%[50 µM],/,-4%,0%,/,23%,/,/,/
Cc1cc(NCCN2CCOCC2)n2nc(C)c(-c3ccccc3)c2n1,0.1%,10%,/,11%,-5%,2.2%,6%,-1.9%,-7%
COc1ccc(C(=O)Nc2cccc3nc(C)ccc23)cc1OC,0.1%,-2%,-1%,12%,6%,2.3%,26%,-0.4%,-4%
COc1cc(NC(=O)CSc2nnc3c(C)cc4c(C)ccc(C)c4n23)c(C(=O)O)cc1OC,-0.5%,5%,-2%,7%,3%,0.9%,-5%,3.0%,24%
COc1cccc(/C=N/NC(=O)c2ccc3nc[nH]c3c2)c1,-1.6%,9%,3%,10%,-22%,0.1%,8%,0.3%,-5%
COCc1cc(C)c2c(N)c(C#N)sc2n1,0.3%,2%,3%,6%,-9%,2.4%,-3%,-0.3%,8%
CC(=O)OCC(=O)Nc1ccc([N+](=O)[O-])cc1Cl,0.3%,-5%,10%,12%,-8%,1.6%,9%,-1.2%,-8%
CCc1cc(=O)oc2cc(OS(C)(=O)=O)ccc12,0.3%,/,-6%,5%,/,7.4%,/,/,/
COC(=O)c1ccccc1NC(=O)C1CCCN(S(=O)(=O)c2ccc(OC)cc2)C1 (configuration not stated),0.2%,-5%,/,6%,20%,12%,0%,-2.9%,10%
COc1ccc(OC)c(C(=O)CC2OC(=O)c3ccccc32)c1 (configuration not stated),-0.4%,6%,2%,-12%,-2%,?,10%,4.7%,-10%
O=C(O)c1cc(-c2ccc3c(c2)OCO3)nc2ccc(Br)cc12,-1.2%,-3%,-3%,-2%,-12%,8.9%,14%,5.0%,-2%
Cc1cc(C(F)(F)F)nc(SCC(=O)Nc2cc(C)on2)n1,0.2%,15%,-4%,17%,-10%,2.6%,0%,-1.9%,-9%
Cc1ccc(S(=O)(=O)Nc2cccc(C(=O)NCCCN3CCCC3=O)c2)cc1F,-1.4%,-7%,-8%,3%,/,2.1%,-1%,/,/
COc1ccc(CCC(=O)OCC(=O)Nc2ccccc2OC(F)F)cc1OC,0.3%,-2%,4%,5%,14%,-0.4%,7%,0.2%,20%
CSc1sc(C(=O)N(C)C)cc1S(=O)(=O)C(C)C,/,-2%,/,/,-7%,/,12%,-2.8%,0%
O=C(CCNS(=O)(=O)c1ccccc1F)N1CCN(C/C=C/c2ccccc2)CC1,0.6%[50 µM],-4%,-1%,3%,/,-0.9%,8%,/,/
CC(C)c1ccc2[nH]c(O)c(N=NC(=O)c3ccc(CSc4nncn4C)cc3)c2c1,0.4%,-15%,-8%,-2%,-2%,10%,2%,1.1%,8%
Cc1oc2ccc(O)cc2c1C(=O)c1ccccc1,0.8%,7%,3%,12%,15%,3.3%,5%,-0.8%,-7%
Nc1ccc(CCNc2ncnc3c2ncn3[C@@H]2O[C@H](CO)[C@@H](O)[C@H]2O)cc1,-0.3%,-4%,-1%,2%,/,-0.1%,5%,/,/
O=C(CSC(=S)N1CCCCC1)Nc1ncc2c(n1)CC(c1ccco1)CC2=O (configuration not stated),/,-3%,/,/,10%,/,12%,-2.7%,11%
CCc1nnc(NC(=O)Cc2ccc(OCc3c(C)noc3C)cc2)s1,-2.2%,-9%,-12%,3%,15%,8.2%,4%,-1.7%,-16%
CC(C)CNc1cc(N2CCCC2)ccc1[N+](=O)[O-],3.6%,1%,7%,10%,/,7.2%,4%,-2.4%,-5%
Cc1cc(=O)[nH]c(SCC(=O)Nc2ccc3c(c2)OCCO3)n1,0.3%,-8%,1%,3%,7%,1.3%,3%,0.7%,-14%
CN(C1CCCC1)C1CCN(C(=O)CNC(=O)/C=C/c2ccccc2)CC1,-0.2%[50 µM],-2%,-5%,-4%,-6%,9.2%,10%,-0.6%,4%
O=C(Nc1ccccc1C(=O)NCCCN1CCOCC1)c1cccc([N+](=O)[O-])c1,1.0%[50 µM],2%,6%,3%,14%,-0.6%,3%,-0.6%,5%
O=C(OCc1cc(=O)n2ccsc2n1)C1(c2ccc(Cl)cc2)CC1,-0.3%[50 µM],/,-5%,-1%,/,2.6%,/,/,/
CCCN1C(=O)/C(=C/c2ccccc2OCc2ccc(C(=O)O)cc2)NC1=S,1.2%,1%,1%,3%,-5%,3.4%,23%,35%,2%
CC(C)CC[n+]1ccn(-c2nc3ccccc3nc2[N-]S(=O)(=O)c2ccccc2)c1,-0.7%,-12%,-6%,-7%,6%,0.8%,10%,-0.7%,6%

Molecules listed so far that have a thiophene ring, fused or not:
compound,K1F lysis inhibition,Salmonella PhoP GFP,Dengue-2 NS5 capping,MgcRacGAP inhibition,GPR55 LPI antagonism,RSV antiviral HEp-2,SV40 large T antigen,HIV peptide binding,GPR35 antagonists
O=Cc1cccn1-c1sc2c(c1C(=O)O)CCCC2,-12%,-8%,-5%,3%,-1%,1.1%,10%,6.9%,-1%
COCc1cc(C)c2c(N)c(C#N)sc2n1,0.3%,2%,3%,6%,-9%,2.4%,-3%,-0.3%,8%
CSc1sc(C(=O)N(C)C)cc1S(=O)(=O)C(C)C,/,-2%,/,/,-7%,/,12%,-2.8%,0%
